# RGS4 inhibitor: Inhibitors of Regulator of G Protein Signaling (RGS) 4: qHTS; Transcreener GDP fluorescence polarization, RGS4-accelerated GTP hydrolysis; Potency, µM (doses to about 114 µM), inactives show at the top dose activity change, negative = inhibition, usual class: inhibitors; 390,000 tested, 0.039% active; AID 504845, 2011; also: potency is read from the fitted curve at half-maximal effect; % is scaled to controls: 0 for no effect and ±100 for the full control effect; nearly all actives have a fitted effect of over 75% in size; some results filed as inactive show a strong effect at the top dose
#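 MLSMR compounds (23 nl, pin-transferred) preincubated 10 min at room temperature with a 500nM (2x) first reagent, then RGS4 at 900nM (2x) plus Transcreener GDP mix added; fluorescence polarization (620/688 nm) read before and after 90 min at 30 °C.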
# TrxR1 substrate: qHTS Assay for Substrates of Mammalian Selenoprotein Thioredoxin Reductase 1 (TrxR1): qHTS; Thioredoxin reductase 1, cytoplasmic (Rattus norvegicus), O89049; purified TrxR1 substrate turnover, NADPH consumption readout; Potency, µM (titrated, usually from 114 µM), for inactives: at the top dose activity change, negative = substrate turnover; 390,000 tested, 0.01% active; AID 588456, 2011; also: potency is read from the fitted curve at half-maximal effect; % is scaled to controls: 0 for no effect and ±100 for the full control effect; nearly all actives have a fitted effect of over 50% in size
# Target sequence (O89049 whole entry, looked up): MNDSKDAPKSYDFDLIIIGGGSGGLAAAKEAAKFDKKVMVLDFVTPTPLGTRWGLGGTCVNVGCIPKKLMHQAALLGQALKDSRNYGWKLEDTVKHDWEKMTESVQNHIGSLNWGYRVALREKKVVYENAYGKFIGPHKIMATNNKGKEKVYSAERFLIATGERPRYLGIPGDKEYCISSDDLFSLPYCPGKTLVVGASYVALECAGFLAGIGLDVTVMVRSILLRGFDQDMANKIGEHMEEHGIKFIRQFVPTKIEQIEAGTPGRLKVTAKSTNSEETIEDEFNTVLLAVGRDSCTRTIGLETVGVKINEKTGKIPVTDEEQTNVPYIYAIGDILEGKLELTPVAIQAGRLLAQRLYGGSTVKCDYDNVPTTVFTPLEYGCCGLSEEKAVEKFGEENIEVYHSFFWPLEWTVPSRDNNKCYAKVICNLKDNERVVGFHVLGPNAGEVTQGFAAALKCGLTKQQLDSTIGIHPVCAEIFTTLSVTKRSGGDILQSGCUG
#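 Rat TrxR1, dispensed at 90 nM, was prereduced with 400 uM NADPH (final) for 5 min at ~22 deg C, then incubated with compound 15 min before 400 uM selenite. A first-read NADPH fluorescence drop versus no-compound background flagged substrates.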
# Vif-APOBEC3G blk: qHTS for Inhibitors of Vif-A3G Interactions: qHTS | DNA dC->dU-editing enzyme APOBEC-3G (Homo sapiens), Q9HC16 | HeLa A3G-eYFP + Vif (tagged APOBEC3G with the HIV-1 protein that degrades it), YFP fluorescence, overnight | Potency, µM (titrated, usually from 46.1 µM), for inactives: at the top dose activity, negative = active, most hits filed as inhibitors | 410,000 tested, 0.076% active | AID 602310, 2012;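 also: potency is read from the fitted curve at half-maximal effect; % is scaled to controls: 0 for no effect and ±100 for the full control effect; nearly all actives have a fitted effect of over 60% in size; hits raise eYFP signal because A3G escapes Vif-driven loss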
# Target sequence (Q9HC16 whole entry, looked up): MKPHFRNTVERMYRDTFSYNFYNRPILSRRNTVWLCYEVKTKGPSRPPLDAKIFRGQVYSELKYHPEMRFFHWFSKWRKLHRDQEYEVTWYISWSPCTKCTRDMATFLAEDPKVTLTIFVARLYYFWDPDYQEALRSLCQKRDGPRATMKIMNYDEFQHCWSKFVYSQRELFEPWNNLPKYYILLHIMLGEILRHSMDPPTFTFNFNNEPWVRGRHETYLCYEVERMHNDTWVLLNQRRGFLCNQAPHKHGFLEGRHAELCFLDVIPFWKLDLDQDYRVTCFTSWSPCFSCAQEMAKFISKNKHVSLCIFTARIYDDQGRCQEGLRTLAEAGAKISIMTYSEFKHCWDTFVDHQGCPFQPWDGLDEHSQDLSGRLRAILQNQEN
#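 Read-out is eYFP fluorescence (Ex 488/Em 500-530) from Vif-expressing HeLa A3G-eYFP cells; more signal means A3G escaped Vif-mediated degradation. Cells plated overnight, compound pinned in, incubated overnight at 37 deg C.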
# mIDH1 inhibitor: qHTS for Inhibitors of mutant isocitrate dehydrogenase 1 (IDH1): qHTS | Isocitrate dehydrogenase [NADP] cytoplasmic (Homo sapiens), O75874 | IDH1-R132H enzyme, NADPH consumption, diaphorase/resazurin fluorescence | Potency, µM (doses to about 76.6 µM), for the others: at the highest dose activity change, negative = inhibition, usual class: inhibitors | 390,000 tested, 0.093% active; also: potency is read from the fitted curve at half-maximal effect; % is scaled to controls: 0 for no effect and ±100 for the full control effect; nearly all actives have a fitted effect of over 65% in size
#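 IDH1-R132H (0.5 ug/mL) preincubated 30 min with compound, then NADPH (0.016 mM) and alpha-KG (2 mM) added; 80 min at RT, pH 7.5. Remaining NADPH coupled via diaphorase/resazurin to fluorescence (540/590 nm); concentration-response curves normalized to no-enzyme control.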
# LDHA inh: qHTS assay for inhibitors of human lactate dehydrogenase | L-lactate dehydrogenase A chain (Homo sapiens), P00338 | purified LDHA, NADH/diaphorase-resazurin fluorescence; active compounds read low | activity change, % (values are at about 110 or 230 µM) | 480,000 tested, 0.15% active; in the data active = activity change below about -30%; inconclusive = mostly about -25% to -30%;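 also: plate controls were DMSO wells for no effect and wells without enzyme for full effect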
#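 Remaining NADH was detected by diaphorase (0.133 mg/mL) converting 37 µM resazurin to fluorescent resorufin, read at 0 and 20 minutes. The preceding 5-minute room-temperature reaction used 2 nM LDHA, 0.2 mM sodium pyruvate and 0.06 mM NADH at pH 7.4.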
# Glioma ERSR ind: qHTS for Inducers of the Endoplasmic Reticulum Stress Response (ERSR) in Human Glioma: qHTS | U87-MG GRP78 promoter luciferase reporter, 16 h | Potency, µM, for the others: top-dose activation, most hits filed as activators | 420,000 tested, 0.02% active | AID 602332, 2012; also: potency is read from the fitted curve at half-maximal effect; series mostly up to about 76 µM; % of control where 0% means no effect; nearly all actives have a fitted effect of over 35% in size
#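 Stably transfected U87-MG glioma cells carrying a GRP78-based luciferase sensor; 16 h compound incubation. Luminescence end-point read 10 min after Bright-Glo addition at room temperature.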
# Vif-A3F inh: qHTS for Inhibitors of Vif-A3F Interactions: qHTS | HeLa A3F-eYFP + Vif (tagged APOBEC3F with the HIV-1 protein that degrades it), YFP fluorescence increase | Potency, µM (series often up to 46.1 µM), without a hit: at the top dose activity, negative = active | 390,000 tested, 0.2% active; also: potency is read from the fitted curve at half-maximal effect; % of control where 0% means no effect; nearly all actives have a fitted effect of over 65% in size
#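 HeLa cells stably expressing A3F-eYFP plus Vif, plated and incubated overnight at 37 deg C, then exposed to compounds overnight at 37 deg C. Blocked degradation read as raised yellow fluorescence (Ex 488/Em 500-530).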
# USP1-UAF1 inh: Inhibitors of USP1/UAF1: Primary Screen; AID 743255, 2014; Potency, µM (series often up to 57.1 µM), for the others: top-dose activity change, negative = inhibition, usual class: inhibitors; recombinant USP1/UAF1, Ub-Rhodamine cleavage fluorescence; 390,000 tested, 0.23% active; Ubiquitin carboxyl-terminal hydrolase 1 (Homo sapiens), O94782; also: potency is read from the fitted curve at half-maximal effect; % is scaled to controls: 0 for no effect and ±100 for the full control effect; nearly all actives have a fitted effect of over 60% in size; inactives centre near -12
#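 High-throughput fluorogenic screen: 1nM USP1/UAF1 complex, Ub-Rho substrate 150nM final, 50mM HEPES pH 7.8 with 0.5mM EDTA, 0.1 mg/ml BSA, 1mM TCEP and 0.01% Tween-20.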
# TrxR1 inh: qHTS Assay for Inhibitors of Mammalian Selenoprotein Thioredoxin Reductase 1 (TrxR1): qHTS. Thioredoxin reductase 1, cytoplasmic (Rattus norvegicus), O89049. recombinant rTrxR1, NADPH fluorescence consumption, selenite substrate. Potency, µM (titrated, usually from 114 µM), for the others: at the top dose activity change, negative = inhibition, usual class: inhibitors. 390,000 tested, 1% active. AID 588453, 2011; also: potency is read from the fitted curve at half-maximal effect; % is scaled to controls: 0 for no effect and ±100 for the full control effect; nearly all actives have a fitted effect of over 65% in size
#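 Rat TrxR1 (90 nM in the dispensed reagent) was pre-reduced with 400 uM NADPH for 5 min at room temperature, then incubated with compound for 15 min. After 400 uM selenite was added, NADPH fluorescence (Ex 340/Em 450 nm) was followed for 8 min.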
# * marks the source's active call; other numbers are inactive results; ? = inconclusive; & = joins results of further samples; [ ] = another dose, or the depositor's remark. Unless noted, calls follow the shape of the dose curve; as a rule, active = well fitted curve in the direction sought with a large enough effect; inconclusive = small, poorly fitted or top-dose-only effect, or another doubt; inactive = no such curve, though single readings can be large; an effect the other way counts as inactive or inconclusive. This is a subset (hit frequency here may not be typical).
cpd	Compound	RGS4 inhibitor	TrxR1 substrate	Vif-APOBEC3G blk	mIDH1 inhibitor	LDHA inh
1	CCC(=NCCOc1ccc(Cl)cc1)c1c(O)n(C)c(=O)n(C)c1=O	-5%	10%	-3%	3%	-3
2	CCOc1ccc(OC(=O)c2ccc3c(=O)n4c(nc3c2)CCC4)cc1	2%	1%	-1%	4%	-3
3	COc1ccc(C(=O)CN2CCCCC2)cc1	5%	-6%	4%	-16%	-3
4	CCC1([N+](=O)[O-])COP(=O)(NCc2cccnc2)OC1 (stereo unspecified)	22%	7%[57.1 µM]	0%	0%	-5
5	CCC1(C2=NCCN2)Cc2ccccc2O1 (stereo unspecified)	13%[56.9 µM]	-6%[57.1 µM]	0%	37%[activator]	-8
6	O=C1NC(=O)C(CCc2ccncc2)(Cc2ccc(OCc3ccccc3)cc2)C(=O)N1	-10%	2%[57.1 µM]	1%	2%	-3
7	CCOP(=O)(OCC)C(Cc1ccccc1)NC(C)=O (stereo unspecified)	5%	21%	2%	13%	-2
8	CCCCNC(=O)c1c(N)n(CCCOC)c2nc3ccccc3nc12	-5%	108%[activator][57.1 µM]	-6%	3%	27
9	CN1CCN(c2nc(N(C)C)oc(=O)c2C#N)CC1	-11%	10%	2%	2%	-7
10	COc1ccc2c(c1O)[C@]13CCN(C)[C@H](C2)[C@@H]1CCC(=O)C3	-9%[11.4 µM]	-5%	5%	-2%	1

cpd	Glioma ERSR ind	Vif-A3F inh	USP1-UAF1 inh	TrxR1 inh
1	-2%	4%	-12%	19%
2	-1%	?	1%	17%
3	1%	17%	3%	1%
4	-5%	0%	-6%	1%[11.4 µM]
5	-2%&-1%&-4%&-4%	-3%	-4%	-17%[57.1 µM]
6	-3%	2%	-15%	-9%[57.1 µM]
7	-2%	0%	-19%	39%
8	0%	-2%	11µM*	13%[57.1 µM]
9	-2%	4%	-20%	28%
10	3%	-10%	-15%	-7%

# Going on with the list.
cpd	Compound	RGS4 inhibitor	TrxR1 substrate	Vif-APOBEC3G blk	mIDH1 inhibitor	LDHA inh
11	C=CCn1c(O)c(/C=N/NC(=O)c2ccncc2)c(=O)[nH]c1=O	12%	4%[57.1 µM]	2%	4%	-2
12	Cc1ccc2c(c1)N(CCC(=O)N1CCC3(CC1)OCCO3)C(=O)CO2	-21%	-1%	-3%	10%	-3
13	O=C(C(=O)N1CCC2(CC1)OCCO2)c1c[nH]c2ccccc12	18%	-4%	3%	-7%	-2
14	Cc1c(CCN)ccc2c1[nH]c1ccccc12	19%	2%[57.1 µM]	1%	2%	-9
15	O=C(c1cc(S(=O)(=O)N2CCOCC2)ccc1F)N1CCC2(CC1)OCCO2	-19%	9%[57.1 µM]	1%	4%	-11
16	Cc1nc2cc([N+](=O)[O-])ccc2c(=O)n1-c1ccc(Br)cc1	9%	0%	-1%	3%	-5
17	CSc1ccc(CNC(C)C(O)c2ccccc2)cc1 (stereo unspecified)	-14%	4%	10%	5%	0
18	CC(C)Oc1cccc(C(=O)C2CCCN(C3CCOCC3)C2)c1 (stereo unspecified)	10%	-2%	3%	6%	-4
19	O=C1CC(C(=O)N2CCC3(CC2)OCCO3)CN1CCc1ccccc1 (stereo unspecified)	-19%	-10%[57.1 µM]	2%	5%	0
20	c1ccc2c(CCNC3=NCCC3)c[nH]c2c1	3%	-2%[57.1 µM]	4%	-2%	-2

cpd	Glioma ERSR ind	Vif-A3F inh	USP1-UAF1 inh	TrxR1 inh
11	-3%	13%	-7%	-5%[57.1 µM]
12	-5%	13%	-17%	8%
13	1%	-6%	1%	11%
14	0%	0%	8%	34%
15	-3%	-10%	-10%	23%[57.1 µM]
16	3%	0%	-7%	13%
17	4%	-21%	-23%	14%
18	-1%	1%	-14%	6%
19	-5%	-8%	-17%	-2%[57.1 µM]
20	-1%	-9%	-12%	6%

# Additional results
cpd	Compound	RGS4 inhibitor	TrxR1 substrate	Vif-APOBEC3G blk	mIDH1 inhibitor	LDHA inh
21	CN1CSC(=S)N(C)C1	-25%	-7%	1%	2%	-10
22	Cn1cc(C(=O)OCC(=O)Nc2ccccc2Cl)c2ccccc21	1%	-3%	-2%	11%	-3
23	COC(=O)C1=C(c2ccc(F)cc2OCc2ccccc2)C[C@@H]2CC[C@H]1N2C(=O)NCc1ccc2[nH]ccc2c1	-2%	5%[57.1 µM]	-4%	4%	-3
24	Cc1cc(C)c2c(c1)-c1cc(C)nn1C(c1cccnc1)N2 (stereo unspecified)	6%	3%[57.1 µM]	3%	3%	-2
25	C#CC(CC)(CC)NC(=O)Nc1ccc(OCC)cc1	-24%	-1%	-3%	4%	-1

cpd	Glioma ERSR ind	Vif-A3F inh	USP1-UAF1 inh	TrxR1 inh
21	-5%	-8%	-5%	-18%
22	-4%	-5%	211%[activator]	8%
23	-4%	4%	-19%	1%[57.1 µM]
24	-3%	-7%	-10%	-7%[57.1 µM]
25	0%	7%	-18%	18%

# Arranged by SMILES length (high to low): 10 of the compounds above.
cpd	Compound	RGS4 inhibitor	TrxR1 substrate	Vif-APOBEC3G blk	mIDH1 inhibitor	LDHA inh
23	COC(=O)C1=C(c2ccc(F)cc2OCc2ccccc2)C[C@@H]2CC[C@H]1N2C(=O)NCc1ccc2[nH]ccc2c1	-2%	5%[57.1 µM]	-4%	4%	-3
15	O=C(c1cc(S(=O)(=O)N2CCOCC2)ccc1F)N1CCC2(CC1)OCCO2	-19%	9%[57.1 µM]	1%	4%	-11
12	Cc1ccc2c(c1)N(CCC(=O)N1CCC3(CC1)OCCO3)C(=O)CO2	-21%	-1%	-3%	10%	-3
19	O=C1CC(C(=O)N2CCC3(CC2)OCCO3)CN1CCc1ccccc1 (stereo unspecified)	-19%	-10%[57.1 µM]	2%	5%	0
24	Cc1cc(C)c2c(c1)-c1cc(C)nn1C(c1cccnc1)N2 (stereo unspecified)	6%	3%[57.1 µM]	3%	3%	-2
25	C#CC(CC)(CC)NC(=O)Nc1ccc(OCC)cc1	-24%	-1%	-3%	4%	-1
17	CSc1ccc(CNC(C)C(O)c2ccccc2)cc1 (stereo unspecified)	-14%	4%	10%	5%	0
20	c1ccc2c(CCNC3=NCCC3)c[nH]c2c1	3%	-2%[57.1 µM]	4%	-2%	-2
14	Cc1c(CCN)ccc2c1[nH]c1ccccc12	19%	2%[57.1 µM]	1%	2%	-9
21	CN1CSC(=S)N(C)C1	-25%	-7%	1%	2%	-10

cpd	Glioma ERSR ind	Vif-A3F inh	USP1-UAF1 inh	TrxR1 inh
23	-4%	4%	-19%	1%[57.1 µM]
15	-3%	-10%	-10%	23%[57.1 µM]
12	-5%	13%	-17%	8%
19	-5%	-8%	-17%	-2%[57.1 µM]
24	-3%	-7%	-10%	-7%[57.1 µM]
25	0%	7%	-18%	18%
17	4%	-21%	-23%	14%
20	-1%	-9%	-12%	6%
14	0%	0%	8%	34%
21	-5%	-8%	-5%	-18%

# Screening data from PubChem BioAssay.
